Compound activity (PubChem BioAssay)
Arrestin-AP2 inh: inhibitors of beta-arrestin/AP2 binding, primary screen, biochemical, GPCR trafficking, flow cytometry; beta-arrestin 1 C-terminal peptide binding to AP2 beta2-adaptin appendage (human); FITC-arrestin peptide / GST-AP2 beads; AP2 beta2 appendage carries R879A mutation; 340,000 tested, 0.31% active; inhibition, % at 10 µM;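 active means inhibition above a set limit, near 3 SD of compounds lacking own fluorescence, cut at about 54% in these data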;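 further: plate controls were DMSO wells for no effect and 5 µM unlabelled arrestin peptide for full effect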
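Material – AP2 appendage R879A on GSH beads · Buffer or medium – PBS with 0.05% Tween 20 and 0.1% BSA · Probe or stimulus – fluorescein-tagged arrestin peptide at 50 nM final · Incubation – compound with beads 12 min RT, then probe 1 h RT · Detection – high-throughput flow cytometry of beads, ex 488, em 535 nm · Evaluation – percent response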
DSG3 Ab inh: inhibitors of pemphigus antibody binding to DSG3, primary screen, biochemical, bead-based, flow cytometry, scFv-GFP; Desmoglein-3 (Homo sapiens), P32926; 310,000 tested, 0.48% active; binding (percent of control), % at 10 µM; DSG3-coupled beads, scFv-anti-DSG3-GFP binding; active compounds read low;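 active means binding more than 3 SD below its plate's average and above zero; inconclusive means below that plate limit but binding exactly zero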;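 further: hits lower antibody fragment binding to DSG3; some compounds called inactive have numbers as strong as hits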
Target sequence (P32926 whole entry, looked up, the tested form may be a part): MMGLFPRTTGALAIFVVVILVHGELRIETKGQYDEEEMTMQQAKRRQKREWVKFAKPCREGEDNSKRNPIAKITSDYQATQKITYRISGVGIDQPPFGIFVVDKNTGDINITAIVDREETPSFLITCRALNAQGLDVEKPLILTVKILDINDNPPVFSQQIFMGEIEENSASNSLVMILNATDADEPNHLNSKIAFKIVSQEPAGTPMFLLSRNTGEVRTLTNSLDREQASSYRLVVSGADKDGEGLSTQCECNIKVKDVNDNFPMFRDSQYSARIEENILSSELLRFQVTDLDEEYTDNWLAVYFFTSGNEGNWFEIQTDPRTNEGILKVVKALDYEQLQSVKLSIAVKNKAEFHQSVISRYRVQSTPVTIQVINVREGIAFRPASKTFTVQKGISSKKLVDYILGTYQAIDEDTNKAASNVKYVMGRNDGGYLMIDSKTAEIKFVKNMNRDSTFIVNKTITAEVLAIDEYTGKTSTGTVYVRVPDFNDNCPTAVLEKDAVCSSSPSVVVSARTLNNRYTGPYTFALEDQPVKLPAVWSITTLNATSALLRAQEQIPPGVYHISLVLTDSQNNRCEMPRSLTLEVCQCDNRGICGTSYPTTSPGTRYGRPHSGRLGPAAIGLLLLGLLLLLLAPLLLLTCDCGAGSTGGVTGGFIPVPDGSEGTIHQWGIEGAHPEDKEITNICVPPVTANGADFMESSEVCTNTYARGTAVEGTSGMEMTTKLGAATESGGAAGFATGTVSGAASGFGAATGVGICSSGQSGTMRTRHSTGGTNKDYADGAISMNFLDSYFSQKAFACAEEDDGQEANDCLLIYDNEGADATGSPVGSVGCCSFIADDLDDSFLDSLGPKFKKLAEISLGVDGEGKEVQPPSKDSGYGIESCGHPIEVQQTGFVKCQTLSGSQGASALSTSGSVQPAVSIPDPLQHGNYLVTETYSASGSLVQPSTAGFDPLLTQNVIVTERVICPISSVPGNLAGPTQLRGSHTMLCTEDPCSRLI
SR-BI DiI inh: inhibitors of SR-BI mediated HDL lipid uptake, primary screen, ldlA[mSR-BI] cells, fluorescence, single point | Scavenger receptor class B member 1 (Mus musculus), Q61009 | ldlA[mSR-BI] CHO cells, DiI-HDL uptake fluorescence, 3 h | inhibition, % at 12.5 µM | 320,000 tested, 0.96% active;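 active means mean replicate inhibition of at least 70% and a set share of replicates each scoring 70 or more; inconclusive means meets just one of the two criteria; inactive means fails both criteria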;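 further: 0% = median of neutral control wells and 100% = median of positive control wells; values of inactives mirror those of a sister screen read the other way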
PKA-R2B activ: activators of PKA-R2B holoenzyme, primary screen, biochemical, fluorescence polarization, Cy5-IP20, human; cAMP-dependent protein kinase catalytic subunit beta (Homo sapiens) + cAMP-dependent …; 340,000 tested, 0.079% active; activation, % at 11.4 µM; PKA-R2B holoenzyme dissociation; R2B truncated from residue 108, S112A mutant; 0% DMSO only, 100% 113 µM cGMP;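 active means activation above a cutoff set at the mean over all compounds plus 3 SD, cut at about 18% in these data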;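 further: higher means more holoenzyme dissociation and a rise in polarization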
SUMO Mot1 rescue: yeast Mot1-301 growth rescue at high temperature, primary screen, SUMOylation pathway inhibitor project, S. cerevisiae, ATP luminescence, 38.5C. 320,000 tested, 1% active. growth rescue, % at 18.8 µM. S. cerevisiae Mot1-301 growth rescue; percent above DMSO median, 100 means doubled. AID 2716, 2010;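 active means every valid replicate shows activation above 250% relative to neutral control wells; inactive means the rest, any valid replicate at or below 250%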;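 further: OY570 slx delta 5 strain wells were the positive control but not used for scaling; some compounds called inactive have numbers as strong as hits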
SR-BI DiI-HDL act: activators of SR-BI mediated DiI-HDL uptake, primary screen, ldlA[mSR-BI] CHO cells, DiI fluorescence; 3 h; 100 = double the neutral-control signal; activation, % at 12.5 µM; 320,000 tested, 0.096% active;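 active means mean replicate activation of at least 60% and every replicate at or above 60%; inconclusive means mean or all-replicate condition met, but not both; inactive means mean below 60% and not all replicates reaching 60%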;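 further: 0% = median plate neutral-control signal and 100% = twice that signal; values of inactives mirror those of a sister screen read the other way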
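System: CHO ldlA[mSR-BI] cells / Medium: HEPES-buffered (25 mM, pH 7.4) F12 plus 0.5% BSA / Probe or stimulus: labelled HDL, 10 µg/mL / Doses: single compound concentration, delivered by pin transfer / Schedule: 3 h, 37 °C / Measured by: DiI fluorescence, bottom read / Measure: cell-associated DiI fluorescence as measure of HDL uptake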
dFosB act: activators of delta FosB homodimer, primary screen, biochemical, fluorescence polarization, TAMRA-CDK5 oligo, single point; activation, % at 25 µM; 340,000 tested, 0.99% active; purified delta FosB; percent of positive-control signal above neutral wells; Protein FosB (Mus musculus), P13346; AID 493131, 2011;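 active means mean activation above about 17%, with every replicate also reaching it, limit read from the data, passing the limit was not always enough; inconclusive means only one of the two conditions met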;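 further: fluorescence polarization rise as delta FosB binds a TAMRA Cdk5 AP-1 oligo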
NSD2 HMT inh: NSD2 histone methyltransferase inhibitors, primary screen, biochemical, AlphaScreen, single concentration, set 2. Histone-lysine N-methyltransferase NSD2 (Homo sapiens), O96028. NSD2 peptide methylation, 120 min. inhibition, % at 12.5 µM. 310,000 tested, 0.54% active; in the data active means inhibition above about 50%
CDK5 inh: inhibitors of human CDK5/p35 kinase, primary screen, biochemical, single concentration; Recombinant CDK5/p35, ADP-Glo luminescence, 60 min; inhibition, % at 10 µM; 330,000 tested, 0.01% active;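 active means highest replicate inhibition of at least 50% and at least 75% of replicates reaching 50%; inconclusive means only one of the two criteria met; inactive means both criteria failed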;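 further: plate controls were DMSO neutral control for no effect and GW8510 at 10 µM for full effect; many of its hits are not listed in these tables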
PKA-R1A act: activators of PKA-R1A holoenzyme, primary screen, biochemical, fluorescence polarization, Cy5-IP20, bovine R1A, mouse PKAc | 340,000 tested, 0.083% active | activation, % at 11.4 µM | PKA-R1A dissociation; scaled: DMSO 0%, 113 µM cGMP 100%;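 active means percent activation above the mean of all tested compounds plus 3 SD, cut at about 19% in these data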;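 further: higher means more PKAc released from R1A so a rise in polarization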
MITF TRPM1 HTS: activators of MITF-driven TRPM1 promoter reporter, primary screen, cell-based, SK-MEL-5, luciferase, single point. SK-MEL-5 TRPM1-promoter luciferase, 24 h; % of positive control, neutral wells = 0. 300,000 tested, 0.75% active. activation, % at 12.5 µM;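 active means mean activation of at least 80% with every replicate also reaching 80%; inconclusive means mean reaches 80% but some replicate falls short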;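 further: 0% = neutral control wells and 100% = parthenolide positive control wells; values of inactives mirror those of a sister screen read the other way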
* hit, by the source's call; ? = inconclusive; · = no result given.

SMILES	Arrestin-AP2 inh	DSG3 Ab inh	SR-BI DiI inh	PKA-R2B activ	SUMO Mot1 rescue	SR-BI DiI-HDL act	dFosB act	NSD2 HMT inh	CDK5 inh	PKA-R1A act	MITF TRPM1 HTS
CCn1c(=O)n(CC)c2cc(N3CCCC3)c(NC(=O)c3cc(Cl)ccc3OC)cc21	54*	101	33	-7	-18	-33	-14	5	0.5	4	-6
COCCn1c(SC(C(=O)Nc2cc(C)ccc2OC)c2ccccc2)nnc1-c1ccc(Cl)cc1 (centres undefined)	25	92	8	0	28	-8	2	-2	0.1	-1	9
COc1cccc(C2CC(C(F)(F)F)n3ncc(C(=O)Nc4c(C)n(C)n(-c5ccccc5)c4=O)c3N2)c1 (centres undefined)	2	96	-17	-8	-16	17	-6	1	1.0	-2	-10
COC(=O)c1cccc(NC(=O)CCSc2ccc(Cl)cc2)c1C	-17	95	-11	-7	-1	11	6	-4	-0.6	-8	-2
CCOc1ccc(C(=O)Nc2cccc(-c3ccc4nncn4n3)c2)cc1	24	93	·	-13	-4	·	-24	0	0.4	-8	53
Cc1ccc(C(=O)Nc2nccs2)s1	9	95	-21	-2	1	21	-6	0	1.4	-7	52
Cc1cc(N/N=C/c2ccccc2F)c2ccccc2n1	-2	110	8	17	-5	-8	-2	-3	0.8	13	5
CCc1noc(C)c1C(=O)Nc1cc(S(=O)(=O)N2CCOCC2)ccc1OCC(F)(F)F	11	98	7	-3	5	-7	1	2	1.0	2	0
COCc1nnc(NC(=O)c2cc(C(=O)OC)cc([N+](=O)[O-])c2)s1	-1	98	·	7	8	·	6	-2	-1.4	3	-3
CC(Cn1cncn1)NC(=O)c1cc(COc2cccc(C(F)(F)F)c2)on1 (centres undefined)	17	102	-6	2	1	6	-4	-2	1.1	-2	-8
O=c1oc2c(CN3CCOCC3)c(O)ccc2c2c1CCC2	2	107	-17	-1	-25	17	-4	1	-1.7	-5	-6
O=C(CN1CCN(Cc2ccc(F)cc2Cl)C1=O)NCCCN1CCOCC1	-7	103	-2	-1	-5	2	-6	·	-0.3	-14	-8
Cc1ccc(NC(=O)C2C3C=CC4(O3)C2C(=O)N(CCCN2CCCCC2)C4C(=O)NC2CCCCC2)cc1Cl (centres undefined)	-2	·	·	-3	1	·	-4	4	0.4	-11	2
Cc1ccc(NC(=S)NC(NC(=O)N(C)C)C(Cl)(Cl)Cl)cc1 (centres undefined)	10	82	13	3	1	-13	0	-3	1.8	-8	9
O=C(N/N=C/c1cc(Cl)c(O)c(Cl)c1)c1cc2c(ccc3ccccc32)o1	-1	114	15	10	32	-15	-20	37	-2.6	3	36
O=S(=O)(Nc1ncccn1)c1ccc(NC(=S)N2CCN(Cc3ccc(F)cc3Cl)CC2)cc1	-6	104	6	-13	-24	-6	-11	2	-0.7	0	-5
CC1=C(C(=O)Nc2ccccc2C)C(c2cccnc2)n2nc(CCCO)nc2N1 (centres undefined)	2	·	-19	0	-16	19	6	0	-1.9	-8	5
CC(C)C(C)NC(=O)COC(=O)C1CCN(S(=O)(=O)c2ccc3c(c2)OCCO3)CC1 (centres undefined)	-24	105	-9	-3	1	9	-2	0	0.5	-8	-1
CNS(=O)(=O)c1cc(N)ccc1C	-3	103	-30	-2	1	30	-1	-3	1.3	7	9
CN(C)S(=O)(=O)NC(=O)C1=C(N2CCCC2)COC1=O	25	106	-28	2	-23	28	10	·	0.2	-18	8
CCCN(CC(=O)Nc1ccccc1C)C(=O)CCCNC(=O)c1ccc(Cl)cc1	-8	101	1	-5	·	-1	-6	0	-0.7	5	7
O=C(NCCC1=CCCCC1)C(=O)NCc1ccccc1Cl	-5	104	2	0	-13	-2	-2	-4	0.2	7	10
O=C(NCCc1ccc(Cl)cc1)C1CCCN1C(=O)Nc1ccc(F)cc1 (centres undefined)	40	120	-16	1	-6	16	-11	-3	-0.7	8	·
Clc1ccccc1Cn1nc(-c2ccccc2)nc1-c1ccccc1	-16	108	-4	-4	9	4	-8	-5	0.9	-16	3
CC(C)Oc1ccc(/C=N/NC(=O)c2nnn(-c3nonc3N)c2CN(C)C2CCCCC2)cc1	-5	108	41	-2	-4	-41	3	-1	-2.4	1	14
O=C(COc1ncnc2ccccc12)NC1CCCC1	15	·	-2	7	18	2	-9	-2	-1.5	6	-6
CC(C)(C)C(=O)NC1=NN(c2c(Cl)cc(Cl)cc2Cl)C(=O)C1	9	98	4	-5	31	-4	-4	0	1.3	-14	-3
COc1cc(/C=N/Nc2nncc3ccccc23)cc(OC)c1OC	-4	113	57	6	-13	-57	-7	6	2.5	2	56
COc1ccc(NC(=O)C2CC(=O)N(C(C)C)C2)cc1 (centres undefined)	7	97	-26	-1	-14	26	1	1	0.7	4	-3
CCOc1ccccc1N1CCN(S(=O)(=O)c2ccc(Cl)s2)CC1	0	105	30	-7	178	-30	-2	-1	0.5	-1	6
CCCCOCC1CN(c2ccccc2)C(=O)CS1 (centres undefined)	11	·	-10	6	-20	10	-7	·	-0.3	1	-2
Clc1cccc(N/N=C(\Cc2nc3ccccc3[nH]2)c2ccccc2)c1	2	130	63	-10	28	-63	?	0	-2.3	-9	5
COc1ccc(Cc2nc3ccc(C(=O)N(C)CC4COCCO4)cc3o2)cc1 (centres undefined)	-10	125	-16	1	-10	16	-5	1	-3.4	4	22
O=C(COc1ccc2ccccc2c1)NCC(=O)N/N=C/c1ccco1	19	·	-3	-8	-1	3	-4	3	3.5	-11	-3
CCCCCCCNC(=O)C1CC(=O)N(C)C(=Nc2ccc(OC)cc2)S1 (centres undefined)	5	100	-19	-6	-7	19	-3	-3	-1.0	-9	4
COc1ccc(NC(=O)C2CCCO2)c(OC)c1 (centres undefined)	9	110	-17	-2	407	17	-2	0	2.1	-6	0
CCCCN(C)CCNC(=O)c1ccc2c(c1)NC(=O)C(N1CCCCC1)S2 (centres undefined)	13	112	-16	11	-10	·	-12	-2	-1.8	3	11
COc1ccc(CCNC(=O)CN2C(=O)C3(OCCCO3)c3ccccc32)cc1OC	-1	104	·	-1	-8	·	-4	0	-0.7	-1	-11
Cc1cc(N2CCN(C(c3ccccc3)c3ccc(Cl)cc3)CC2)n2ncnc2n1 (centres undefined)	2	102	-3	-9	-12	3	-11	·	-0.2	-2	3
O=C(CSc1nnc(-c2ccc(Br)cc2)o1)N1CCN(C(=O)c2ccco2)CC1	-7	119	39	4	11	-39	-11	-2	0.2	2	6
COC(=O)c1cc2c(N)c(C(=O)c3ccccc3)sc2nc1C(OC)OC	-7	113	-5	6	9	5	-3	-14	-0.4	-10	23
COc1cc2c(cc1OC)CN(Cc1cc(OC)c(O)c(OC)c1)CC2	12	109	-31	1	·	31	-7	·	-0.6	2	5
O=C(Nc1nc(-c2ccc(F)cc2)cs1)c1cccnc1	-13	102	47	4	·	-47	34*	1	1.8	-3	32
COc1ccc(CNC(=O)C2CCN(C(=O)c3csc(Nc4ccc(C)cc4)n3)CC2)cc1	32	119	·	-7	76	·	-11	-8	-0.2	-11	-4
O=S(=O)(NCCSc1ccccn1)c1ccc(Cl)cc1	23	103	-14	-5	56	14	1	-1	0.4	6	2
CCOC(=O)CSc1nc2ccccc2c(=O)n1-c1ccc(C)cn1	10	84	·	-11	121	·	-5	-3	0.5	3	3
CCOC(=O)c1ccc(NC(=O)c2ccc(CO)c(C(=O)NC3CCN(C(=O)OCC)CC3)c2)cc1	0	·	58	4	-28	-58	-4	-6	-9.2	4	·
CC(Nc1nc(-c2ccc(F)cc2)cs1)c1nc2cc(Cl)c(Cl)cc2n1CCCO (centres undefined)	2	87*	20	-6	-10	-20	-3	·	-1.0	-5	3
Cc1ccc(CNC(=O)c2cc3c(C)nc4ccccc4c3o2)cc1	-6	109	-11	0	-8	11	8	·	-0.1	-5	-12
CCCc1[nH]nc2c1C(c1ccsc1)C(C#N)=C(N)O2 (centres undefined)	43	88	3	-4	-16	-3	-3	2	0.1	-5	-18
Next compounds follow:
SMILES	Arrestin-AP2 inh	DSG3 Ab inh	SR-BI DiI inh	PKA-R2B activ	SUMO Mot1 rescue	SR-BI DiI-HDL act	dFosB act	NSD2 HMT inh	CDK5 inh	PKA-R1A act	MITF TRPM1 HTS
Cc1ccc(S(=O)(=O)N2CC(O)CC2C(=O)OCC(=O)c2ccccc2Cl)cc1C (centres undefined)	5	119	-6	-7	2	6	-4	-2	-0.5	-4	16
CCOc1ccccc1CNC(=O)C1CCN(C(=O)c2sccc2-n2cccc2)CC1	-6	107	70	7	8	-70	-16	1	-0.6	-3	-12
O=C(Nc1ccccc1)c1cc2n(n1)C(C(F)(F)F)CC(C1CC1)N2 (centres undefined)	-5	92	-15	-9	20	15	-11	-2	1.1	-5	6
CCOC(=O)N1CCN(Cc2nc(-c3ccccc3)no2)CC1	19	88	-1	-7	-6	1	0	-2	2.4	1	5
O=C(NCCCn1ccnc1)c1cc(-c2ccncc2)nc2ccccc12	-4	·	-28	4	-15	28	·	-3	1.0	-16	-9
CC1=NN(C(N)=S)C(=O)C1N=Nc1ccccc1 (centres undefined)	5	98	-6	5	-4	6	-10	-1	1.6	-4	15
O=C(/C=C/c1cccs1)NC(=S)NNC(=O)Cc1cccs1	12	99	-6	-1	-27	6	-6	11	0.0	13	-19
